Assay outcomes (PubChem)
Jurkat NFkB inh = inhibitors of the PMA/ionomycin-induced NF-kB reporter in Jurkat cells; PMA/ionomycin-induced NF-kB luciferase reporter, luminescence; inhibition, % at 4 µM; actives 0.53% (n = 330,000)
EBI2 antag = EBI2 (human) antagonism; inhibition, % at 5 µM; P32249; actives 0.81% (n = 360,000); EBI2 beta-arrestin recruitment, luminescence, 7a,25-OHC stimulated; in the data active = inhibition above about 38%;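 also: enzyme fragment complementation signal reports receptor beta-arrestin coupling in cells; 0% = agonist plus DMSO wells and 100% = wells without agonist; some results beyond the cut were filed as inactive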
Target sequence (P32249 whole entry, looked up, the tested form may be a part): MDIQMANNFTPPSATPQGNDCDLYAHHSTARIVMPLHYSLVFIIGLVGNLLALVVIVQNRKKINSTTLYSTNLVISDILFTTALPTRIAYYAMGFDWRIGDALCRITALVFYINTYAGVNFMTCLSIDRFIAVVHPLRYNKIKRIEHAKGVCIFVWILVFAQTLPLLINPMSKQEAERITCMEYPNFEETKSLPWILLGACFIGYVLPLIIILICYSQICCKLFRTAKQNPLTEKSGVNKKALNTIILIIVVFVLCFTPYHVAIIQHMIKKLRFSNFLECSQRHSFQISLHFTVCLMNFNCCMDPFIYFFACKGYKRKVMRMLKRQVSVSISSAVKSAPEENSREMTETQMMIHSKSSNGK
Apaf1 inhib = inhibitors of human Apaf-1 apoptosome | reconstituted apoptosome caspase-3 activity, DEVD-Rh110 fluorescence | AID 489030 | actives 0.71% (n = 330,000) | O14727 | inhibition, % at 20 µM; active = inhibition of at least 40% at 20 µM;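 also: plate controls were DMSO wells for no effect and DEVD-CHO caspase inhibitor wells for full effect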
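System: reconstituted apoptosome with Apaf-1, cytochrome c, caspase-9, procaspase-3, dATP; Signal: Rh110 fluorescence intensity; Schedule: 30 min compound preincubation, 50 min activation, room temperature; Reagent: cytochrome c trigger plus (Z-DEVD)2-Rh110 caspase-3 substrate.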
Gli-Sufu block = Gli-Sufu pathway antagonism. actives 0.74% (n = 340,000). Sufu-KO-LIGHT fibroblasts, Gli luciferase reporter luminescence. inhibition, % at 5 µM;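 active = inhibition above about 55%, limit read from the data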;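 also: 0% = DMSO-treated cells and 100% = wells with medium but no cells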
SENP8 inh = blocks the human protease SENP8; inhibition, % at 10 µM; purified SENP8, Z-RLRGG-aminoluciferin cleavage, luminescence; actives 1.2% (n = 330,000)
697 NFkB inh = inhibitors of the PMA/ionomycin-induced NF-kB reporter in 697 B cells. actives 0.33% (n = 330,000). 697 B-cell NF-kB luciferase reporter, 16 h. inhibition, % at 4 µM. AID 435022; in the data active = inhibition above about 35%
UBC13 polyUb = inhibitors of human UBC13 polyubiquitin chain formation; actives 0.47% (n = 330,000); AID 485273; inhibition, % at 20 µM; TR-FRET; in the data active = inhibition above about 45%, passing the limit was not always enough
Target sequence (P61088 whole entry, looked up): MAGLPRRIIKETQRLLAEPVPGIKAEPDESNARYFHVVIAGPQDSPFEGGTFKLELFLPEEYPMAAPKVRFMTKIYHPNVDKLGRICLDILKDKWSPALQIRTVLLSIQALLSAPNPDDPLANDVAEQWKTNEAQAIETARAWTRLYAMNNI
CCR6 antag = CCR6 (human) receptor antagonism | P51684 | CHO-K1 CCR6 PathHunter beta-arrestin, luminescence, CCL20-stimulated | inhibition, % at 20 µM | actives 0.49% (n = 340,000) | AID 493098;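 active = compounds whose inhibition of the agonist-driven luminescence signal at 20 µM reaches about 50%, limit read from the data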;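 also: cells stimulated with CCL20 at 14 nM final; plate controls were DMSO with CCL20 for no effect and DMSO without agonist for full effect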
Target sequence (P51684 whole entry, looked up): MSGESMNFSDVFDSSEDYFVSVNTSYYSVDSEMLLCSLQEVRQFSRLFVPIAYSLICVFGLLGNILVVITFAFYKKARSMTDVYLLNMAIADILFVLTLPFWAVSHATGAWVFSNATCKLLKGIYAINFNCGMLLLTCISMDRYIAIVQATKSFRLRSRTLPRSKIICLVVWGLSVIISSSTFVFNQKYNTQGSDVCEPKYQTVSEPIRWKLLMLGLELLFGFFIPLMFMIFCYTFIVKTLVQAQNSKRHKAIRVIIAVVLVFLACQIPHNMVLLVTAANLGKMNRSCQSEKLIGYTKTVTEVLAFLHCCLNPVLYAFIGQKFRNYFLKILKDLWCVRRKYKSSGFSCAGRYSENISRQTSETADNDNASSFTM
Active calls of the source: *; · = no result given; & = joins results of further samples. Rule as the data show it, unless noted: active = inhibition above about 50%; inactive = the rest.

Start of the data: the first four records, ahead of the listing:
SMILES	Jurkat NFkB inh	EBI2 antag	Apaf1 inhib	Gli-Sufu block	SENP8 inh	697 NFkB inh	UBC13 polyUb	CCR6 antag
Cc1nccn1CC1CCc2c(c3ccccc3n2C)C1=O (stereo unspecified)	7.8&-11.7	-1.6&-1.4	-4.6&4.2	-3.6&2.2	5.5&-1.5	1.8&9.0	20.2&8.9	4.5&-1.0
CCOc1ccccc1NC(=O)CSc1nnc(-c2ccncc2)o1	14.6	-10.5	-3.6	-3.3	-9.6	20.9	9.2	-5.2
COc1ccc(N2CCN(C(=O)CNC(=O)Cn3c(C)cc4ccccc4c3=O)CC2)cc1	13.3	-5.2	-0.1	3.8	-6.2	7.5	5.6	-12.7
COc1ccccc1-n1c(SCC(=O)N2CCCCC2)nnc1-c1ccccc1O	12.4	2.3	-13.5	3.1	-3.6	15.8	3.6	7.9

This part in full, from the first entry:
SMILES	Jurkat NFkB inh	EBI2 antag	Apaf1 inhib	Gli-Sufu block	SENP8 inh	697 NFkB inh	UBC13 polyUb	CCR6 antag
Cc1nccn1CC1CCc2c(c3ccccc3n2C)C1=O (stereo unspecified)	7.8&-11.7	-1.6&-1.4	-4.6&4.2	-3.6&2.2	5.5&-1.5	1.8&9.0	20.2&8.9	4.5&-1.0
CCOc1ccccc1NC(=O)CSc1nnc(-c2ccncc2)o1	14.6	-10.5	-3.6	-3.3	-9.6	20.9	9.2	-5.2
COc1ccc(N2CCN(C(=O)CNC(=O)Cn3c(C)cc4ccccc4c3=O)CC2)cc1	13.3	-5.2	-0.1	3.8	-6.2	7.5	5.6	-12.7
COc1ccccc1-n1c(SCC(=O)N2CCCCC2)nnc1-c1ccccc1O	12.4	2.3	-13.5	3.1	-3.6	15.8	3.6	7.9
COc1ccc(CN2CCN(S(=O)(=O)c3ccc(NC(C)=O)cc3)CC2)c(OC)c1OC	-6.5	3.4	-0.7	-0.3	-1.5	7.2	3.1	13.1
O=C(CCC1CCCC1)N1CCN(C2CCCC2)CC1	5.1	0.1	-0.4	0.7	-4.4	0.8	5.4	-7.6
Cc1ccc(C)c(NS(=O)(=O)c2ccc(OCC(=O)NCc3cccnc3)cc2)c1	-3.8	0.2	2.4	1.3	-1.5	-28.8	4.6	15.4
O=[N+]([O-])c1ccc2c(c1)C(N1CCOCC1)/C(=C/COc1ccc3ccccc3c1Br)O2 (stereo unspecified)	-3.6	17.9	14.0	-12.8	-4.0	-6.0	-6.2	-3.4
COCOc1ccc(/C=C/C(=O)c2c(O)cc(OCOC)cc2OCOC)cc1	-20.3	14.9	20.2	3.7	-0.5	0.4	18.4	9.2
Cc1ccccc1N(Cc1cc(=O)[nH]c2ccccc12)C(=O)C(C)C	-29.8	-3.7	7.6	10.9	10.1	-28.4	-0.1	-1.9
CC(C)(C)C1CCCCC1NC(=O)c1ccncc1 (stereo unspecified)	-1.1	3.0	3.0	-21.6	-0.3	1.5	-2.2	-6.8
C/C=C/C(=O)N1CC2(CC(c3cccc(NC(=O)COc4ccc(Cl)cc4)c3)=NO2)C[C@@H]1C(N)=O (stereo partly specified)	-9.5	4.2	11.6	-3.1	-8.4	-26.1	-6.4	6.3
CCOC(=O)c1sc(NC(=O)C2CC=CCC2C(=O)O)nc1C (stereo unspecified)	14.8	-5.5	3.4	3.1	-10.0	18.3	-1.3	9.2
COc1cc(/C=N/NC(=S)NCCN2CCOCC2)ccc1O	-7.1	-1.4	-13.9	1.6	5.8	-18.9	1.8	5.4
CCCOc1ccc(Cc2c(Cl)nc(SC)nc2N(C)C)cc1	2.1	6.6	14.3	5.6	-6.9	-14.5	2.8	24.5
COc1ccc(C2(C)NC(=O)N(CC(=O)NC3CC3)C2=O)cc1 (stereo unspecified)	-9.3	-7.1	1.2	-4.8	-22.3	6.2	-16.8	10.4
Cc1ccc(S(=O)(=O)CC(c2ccccc2)N2CCCCC2)cc1 (stereo unspecified)	-0.8	6.5	-6.5	3.2	-0.9	4.1	6.8	13.1
COc1cc(/C=N/OCC(=O)NC2CCCCC2C)ccc1OCc1ccc(Cl)cc1 (stereo unspecified)	-69.9	30.5	26.0	-87.2	5.3	-159.8	3.0	23.6
COc1cccc(/C=C/C(=O)Nc2ccc3c(c2)OCCO3)c1OC	-183.5	7.9	0.8	-59.8	61.9*	-51.9	-6.2	-3.6
Cc1cccn2cc(-c3ccc4c(c3)NC(=O)CO4)nc12	-30.0	10.7	-9.9	-34.1	-8.8	-9.6	-7.6	5.3
COc1ccc2[nH]c3c(c2c1)CCN1C(=O)C(CC(=O)NCCN2CCOCC2)C[C@H](C(=O)N(C(C)C)C(C)C)[C@@]31C (stereo partly specified)	·	-7.1	11.4	-8.3	·	15.7	·	22.8
Cc1ccc(C(=O)NCC(=O)OCC(=O)Nc2cccc(S(=O)(=O)N3CCCC3)c2)cc1C	8.4	-5.3	-5.6	12.1	-5.8	17.9	10.5	13.5
Cc1ccc(S(=O)(=O)N2CCC(C(=O)NNC(=O)c3ccccc3)CC2)cc1	2.1	-12.1	-0.4	-1.7	0.9	10.5	-4.3	-2.9
Cc1cc2oc(=O)cc(Cn3ncc(Cl)c(Cl)c3=O)c2cc1Cl	28.1	50.2*	17.5	-4.3	4.5	-6.6	-7.4	20.4
O=C(/C=C/c1cccc([N+](=O)[O-])c1)Nc1cc(C(=O)O)cc(C(=O)O)c1	-0.6	0.5	-1.7	2.6	5.2	18.9	-5.7	-0.1
COc1ccc(-c2noc(CCC(=O)NC3CCCCCC3)n2)cc1	-9.2	-5.9	-5.6	8.6	-4.0	-8.1	12.2	6.1
CC(C(=O)OCC(=O)c1ccc(F)cc1)N1C(=O)C2C3C=CC(C3)C2C1=O (stereo unspecified)	11.0	-6.7	-1.1	10.1	-2.0	-3.2	3.7	-0.9
COc1ccc(Cn2c(=O)oc3ccc(C)cc32)cc1	3.5	6.4	-5.7	11.3	1.7	7.9	6.0	8.1
CC(C)(C)NC(=O)N1CCN(c2nc(-c3ccccc3)ns2)CC1	-31.9	1.4	0.5	-48.8	0.2	-72.7	-9.2	6.5
CN(CCO)C(=O)c1ccc(-c2nn(C)c(=O)c3ccccc23)cc1	7.8	-9.6	-16.0	-2.5	4.4	28.3	0.2	0.7
O=C(CSc1nnc(-c2ccccc2F)n1CCc1ccccc1)Nc1ccc2[nH]c(=O)[nH]c2c1	5.3	-12.5	-4.0	4.7	0.6	24.1	6.6	-8.9
O=C(CSc1nc(-c2cccs2)cc(C(F)(F)F)n1)NCCCN1CCOCC1	-8.2	1.4	0.6	7.3	-5.2	9.9	-7.6	9.5
CCCCC1(Cc2cccc([N+](=O)[O-])c2)C(=O)N(c2ccccc2)N(c2ccccc2)C1=O	6.1	11.0	25.0	10.9	-6.9	13.5	-0.6	10.5
O=C1C2C3c4ccccc4C(c4ccccc43)[C@@H]2c2nc3ccccc3n21 (stereo partly specified)	16.4	10.1	10.7	5.2	-4.3	-12.2	-2.4	16.9
O=C(O)COc1cnc2ccccc2n1	2.6	-13.0	-1.4	7.9	3.1	-4.5	1.4	7.0
CC(=O)c1cc(CN2CCN(C3CCN(C(C)C)CC3)C(CCO)C2)cs1 (stereo unspecified)	-2.3	-5.1	-30.0	3.7	0.5	8.9	4.4	3.8
Cc1ccc(NS(=O)(=O)c2ccccc2F)cc1S(=O)(=O)N1CCCCCC1	24.1	1.2	6.1	2.0	-1.5	22.5	1.9	5.0
Cc1cn(C2OC(COC(=O)c3ccccc3)C(OC(=O)c3ccccc3)C2OC(=O)c2ccccc2)c(=O)[nH]c1=O (stereo unspecified)	-1.9	22.9	12.5	3.0	-7.5	-39.4	-18.9	21.3
COc1ccc(-c2cc(-c3ccco3)[nH]c(=O)c2C#N)cc1	9.9	4.4	-9.0	4.5	8.4	19.0	6.5	2.8
Cc1ccc(CC2C(=O)N(c3ncccn3)C(=O)C2C)cc1 (stereo unspecified)	3.6	-4.0	0.1	5.3	-1.5	1.3	-0.5	9.6
NC(=O)c1ccc(-c2csnn2)cc1	-2.9	1.6	-3.9	-3.1	1.5	5.0	-3.7	3.2
CN(Cc1c(F)cccc1Cl)C(=O)c1ccc(NS(=O)(=O)c2ccc3[nH]c(=O)[nH]c3c2)cc1	-14.7	-2.0	14.5	-11.6	-0.4	-9.6	-3.4	2.2
CN(C)C(=O)CNC(=O)CN1C(=O)NC2(CCCc3sccc32)C1=O (stereo unspecified)	9.3	0.8	0.9	-15.9	8.5	12.6	-2.7	-2.6
O=C(NC(=S)Nc1ccc(Br)cn1)c1cncc(Br)c1	10.6	-4.6	-10.8	-2.1	-3.8	-9.6	8.2	5.2
O=C1NN(c2ccc(Cl)c(Cl)c2)C(=O)/C1=C/c1cccc(OC(=O)c2cccs2)c1	-1.4	·	24.3	·	18.3	-1.6	-13.4	·
NC(=O)c1ccc(Oc2ccc(Cl)c3ccccc23)c([N+](=O)[O-])c1	4.3	-8.1	7.4	-3.9	-7.3	-2.0	-8.9	7.8
COc1cc(C(=O)OCC(=O)N2CCCC2)cc(OC)c1OC	-10.4	-5.7	-0.4	-9.8	-5.5	-8.7	1.6	-0.7
CCOC(=O)C#CC(CCc1ccccc1)OS(N)(=O)=O (stereo unspecified)	15.7	-8.4	1.6	-4.2	0.0	9.0	-3.9	6.0
Cc1c(C(=O)NCc2ccc3c(c2)OCO3)oc2ccc(S(=O)(=O)N3CCCCCC3)cc12	23.5	22.9	10.7	9.2	1.2	-4.2	8.6	14.0
COc1ccc(C2/C(=C(/O)c3ccc4c(c3)CC(C)O4)C(=O)C(=O)N2CCCN2CCOCC2)cc1 (stereo unspecified)	-0.3	4.7	6.2	-19.4	-2.7	-12.1	-3.0	7.9
O=C(CN(Cc1ccco1)C(=O)c1cccc(Cl)c1)Nc1c(Cl)cc(Cl)cc1Cl	-1.0	20.2	20.0	12.9	-11.4	13.3	-5.4	18.9
COc1ccc(Cl)cc1NC(=O)CN(C)C(=O)c1ccc(OCc2ccccc2)c(OC)c1	2.2	5.6	22.2	-3.8	0.4	8.1	11.8	8.3
C#CCN(CC=C)C(=O)CCc1nnc(COc2ccccc2)o1	-11.8	2.8	1.1	0.1	1.2	3.9	1.3	11.0
COc1ccc(C(=O)NC(=S)N2CCC(C)CC2)cc1Br	8.9	-0.2	0.8	1.9	-4.6	9.5	12.6	25.7
CCN(CC)c1ccc(/C=N/N2CCN(c3ccccn3)CC2)cc1	-7.0	4.2	-15.4	-8.9	4.7	3.0	-0.3	5.3
Brc1ccc(-c2noc3c2-c2nc(-c4ccccc4)sc2CC3)cc1	5.6	-2.4	-3.4	-2.9	5.9	28.3	3.8	1.5
Cc1ccnc(N2CCC(C(=O)NCc3ccc(F)cc3)CC2)n1	7.2	5.1	-6.6	1.4	2.7	-9.0	-2.2	-6.9
N#C/C(=C\Nc1ccc(F)c(Cl)c1)C(=O)C1CC1	-7.1	-9.6	-10.8	4.1	-11.8	-11.3	-4.7	-4.7
Cc1c(OCc2ccc(C(=O)O)cc2)ccc2c(-c3ccccc3)cc(=O)oc12	4.9	-10.4	14.6	3.3	-10.5	36.6*	-7.1	10.6
O=C(CNC(=O)c1cccs1)NCC(=O)OCc1cccc(Cl)c1	-5.0	-3.6	-0.6	-7.5	-4.1	14.6	7.4	13.4
Additional records follow.
SMILES	Jurkat NFkB inh	EBI2 antag	Apaf1 inhib	Gli-Sufu block	SENP8 inh	697 NFkB inh	UBC13 polyUb	CCR6 antag
CN(c1ccc(F)cc1)S(=O)(=O)c1ccc(Cl)c(C(=O)NC2(C)CCS(=O)(=O)C2)c1 (stereo unspecified)	-5.2	-4.3	-1.8	-1.3	-0.2	13.9	-0.1	8.7
O=C(O)Cn1cc(CN2CCOCC2)c2ccccc21	6.5	-10.9	-16.6	0.7	-5.0	1.4	7.4	1.8
COc1ccc(S(=O)(=O)Nc2cccc(-n3cnnn3)c2)cc1	11.8	-0.6	0.5	12.1	1.4	-7.1	-14.6	3.6
COc1ccccc1C1=NOC(C)(c2sc(-c3ccc(Cl)cc3)nc2C)C1 (stereo unspecified)	-15.4	8.2	2.9	-28.2	-7.5	-1.4	6.1	9.6

Some of the compounds tested; rates above refer to the full screens.
